Source: PubChem (ICCB-Longwood Screening Facility, Harvard Medical School)
Polio RdRp inh = poliovirus RdRp elongation inhibitors, primary screen, biochemical, fluorescence polarization, total intensity | Genome polyprotein (Poliovirus type 1 (strain Mahoney)), P03300 | poliovirus polymerase elongation; stronger effect = lower value | % elongation, % (compound at 16.7 µg/mL) | 0.66% of 150,000 active | AID 588519, 2011; in the data active = % elongation below about 90%; also: some results filed as inactive read as strong as hits
Target sequence (P03300 1749-2209 limits assumed): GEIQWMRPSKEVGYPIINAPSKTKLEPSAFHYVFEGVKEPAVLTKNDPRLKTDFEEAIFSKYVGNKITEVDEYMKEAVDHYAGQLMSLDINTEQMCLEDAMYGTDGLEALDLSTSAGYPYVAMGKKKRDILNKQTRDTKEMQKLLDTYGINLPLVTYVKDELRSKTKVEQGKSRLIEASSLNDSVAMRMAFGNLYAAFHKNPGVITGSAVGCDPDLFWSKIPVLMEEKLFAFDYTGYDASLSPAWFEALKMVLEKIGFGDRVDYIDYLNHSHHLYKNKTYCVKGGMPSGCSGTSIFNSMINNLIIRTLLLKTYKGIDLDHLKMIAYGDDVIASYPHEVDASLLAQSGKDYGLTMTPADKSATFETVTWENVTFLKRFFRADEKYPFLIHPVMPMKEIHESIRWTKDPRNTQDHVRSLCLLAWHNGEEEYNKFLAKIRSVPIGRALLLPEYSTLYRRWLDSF
Polio RdRp inh FP z-score = also measured in Polio RdRp inh; calls as there; z-score; measured here: FP z-score; hits read low
Starred values were filed as active, the others as inactive. An excerpt; rates above refer to the full screens.

SMILES	Polio RdRp inh	Polio RdRp inh FP z-score
O=c1c2ccccc2n(Cc2cccc(Cl)c2)c(=O)n1Cc1ccccc1	102.0	-0.7
CCOc1ccccc1CNS(=O)(=O)c1cnc(N)nc1	109.0	0.4
COc1ccc(N(C(=O)c2ccccc2C)S(=O)(=O)c2ccc(Cl)cc2)cc1	108.0	0.6
COc1ccc(-c2nnc3ccc(Cl)nn23)c(OC)c1	102.0	-0.2
COc1ccccc1CNS(=O)(=O)c1ccc(-c2cnc(C3CC3)o2)cc1	106.0	-0.1
O=C(O)CCN1C(=O)C(=O)/C(=C(/O)c2ccccc2)C1c1ccccc1 (stereo unspecified)	99.0	-0.6
CCOC(=O)c1cnc2ccc(C)cc2c1Nc1ccc(N2CCOCC2)cc1	101.0	-0.2
CCOc1ccc(-n2nc3ccc(NC(=O)c4ccc(-c5cccc(Cl)c5)o4)cc3n2)cc1	106.0	0.6
O=S(=O)(c1ccccc1)c1nc(-c2cccs2)oc1N1CCCCC1	103.0	-0.1
COC(=O)c1ccc(CS(=O)(=O)c2ccc(OC)cc2)o1	103.0	0.3
CCc1ccc(N2CCCCn3c2nc2c3c(=O)n(CCc3ccccc3)c(=O)n2C)cc1	101.0	0
O=C(Nn1cnc2ccccc2c1=O)c1ccccc1	104.0	0.4
CCn1c(=O)cc(SCC(=O)Nc2cccc(C#N)c2)c2ccccc21	99.0	-0.9
COc1cccc(-n2cc(C(=O)NCCc3ccc(C)cc3)c3ccccc3c2=O)c1	111.0	1.1
CCCn1c(Nc2nc3ccccc3n2C)nc2ccccc21	102.0	0.2
CCc1cccc(NC(=O)C2CCN(S(=O)(=O)c3ccc(Br)s3)CC2)c1	108.0	-0.1
Nc1ccccc1S(=O)(=O)NCC(=O)O	103.0	0.7
CC(=O)Nc1cccc(-c2cn3ccccc3n2)c1	104.0	0.1
O=C1OCCC1Sc1nnc(-c2cccs2)o1 (stereo unspecified)	102.0	-0.1
Cc1cc(C)n(C(=O)CCCC(=O)n2nc(C)cc2C)n1	103.0	0.5
COc1ccc(/C=C/C(=O)Nc2ccc(C)cc2)cc1	102.0	-0.1
O=S(=O)(c1ccc(Cl)cc1)c1ccc(NCCO)cc1	98.0	-0.5
CC(=O)c1ccc(N2CCN(C(=O)C3CCN(S(=O)(=O)c4cccc5nonc45)CC3)CC2)cc1	111.0	0.9
O=C(CSc1nc2ccccc2c2nc3ccccc3n12)NCCc1ccccc1	103.0	0.3
CCc1cccc(NS(=O)(=O)c2cc(-c3cnc(C)o3)ccc2OC)c1	107.0	0.2

Reprinted from the part before: 6 entries, followed by the next part.
SMILES	Polio RdRp inh	Polio RdRp inh FP z-score
Cc1cc(C)n(C(=O)CCCC(=O)n2nc(C)cc2C)n1	103.0	0.5
COc1ccc(/C=C/C(=O)Nc2ccc(C)cc2)cc1	102.0	-0.1
O=S(=O)(c1ccc(Cl)cc1)c1ccc(NCCO)cc1	98.0	-0.5
CC(=O)c1ccc(N2CCN(C(=O)C3CCN(S(=O)(=O)c4cccc5nonc45)CC3)CC2)cc1	111.0	0.9
O=C(CSc1nc2ccccc2c2nc3ccccc3n12)NCCc1ccccc1	103.0	0.3
CCc1cccc(NS(=O)(=O)c2cc(-c3cnc(C)o3)ccc2OC)c1	107.0	0.2
CCCc1nc2ccccc2n2c(-c3cccc(C)c3)c3c(=O)n(C)c(=O)n(C)c3c12	105.0	0.3
CCOCC(=O)OCc1cc(=O)oc2cc(C)c(Cl)cc12	102.0	-0.3
COc1ccc(-c2nn(CC(=O)Nc3ccccc3F)c3c2cnc2ccc(F)cc23)cc1	110.0	0.9
CCN(CC)c1ccc(NS(=O)(=O)c2ccc(C)cc2)cc1	103.0	0.4
CC(=O)n1c2ccccc2c2nc(Nc3ccccc3)sc21	100.0	0
O=c1c(Cl)c(O)cnn1C1CCCCC1	100.0	0.1
C=CCNC(=O)CN1CCN(C)CC1	99.0	-0.7
CC(C)CCn1c(=O)c2cccnc2n(CC(=O)Nc2ccc(F)cc2)c1=O	103.0	-0.4
O=C(CSc1ncc(C(F)(F)F)cc1Cl)NCCN1C(=O)CSC1=O	106.0	0.5
COc1ccc(C(=O)NCCSc2nnnn2-c2ccccc2)cc1	99.0	-1.1
O=C(NCc1nc(-c2cccnc2)n[nH]1)Nc1ccc(Cl)cc1C(F)(F)F	101.0	-0.3
O=c1n(Cc2ccccc2)nc2n1-c1ccccc1OC2	106.0	0.3
COc1ccc2[nH]c(=O)c(C(c3nnnn3Cc3ccccc3)N3CCc4ccccc43)cc2c1 (stereo unspecified)	101.0	-0.1
Cc1cccc(C)c1OCC(=O)Nn1c(=O)[nH]c2ccccc2c1=O	103.0	0.7
O=C(CCSc1ccccc1)NCCc1ccccc1	98.0	-0.5
CC1(C)OC2C(CO)OC(n3ncc(=O)[nH]c3=O)C2O1 (stereo unspecified)	103.0	0.7
Cn1c(SCC(=O)Nc2ccccc2)nc2c(c1=O)SCC2	97.0	-0.4
Cc1nc(N)oc1C	102.0	0.2
COc1cccc(NC(=O)c2c(-c3ccc(C)cc3)nnc3ccccc23)c1	109.0	0.5
CCOc1ccccc1CNC(=O)c1[nH]c2ccccc2c1Sc1ccccc1	106.0	-0.4
O=C(CSc1ncccn1)NC(=O)Nc1ccc2c(c1)OCCO2	100.0	-0.2
CCOC(=O)Cc1nnc(SCc2ccc(C#N)cc2)n1Cc1ccco1	101.0	-0.3
CCc1cccc(CC)c1NC(=O)/C(C#N)=C/c1c(C)nn(-c2ccccc2)c1N1CCCC1	108.0	0.9
c1ccc(CNCC2COc3ccccc3O2)cc1 (stereo unspecified)	102.0	0
O=C1NC(c2ccc(Cl)cc2)Nc2ccccc21 (stereo unspecified)	105.0	0.7
SMILES	Polio RdRp inh	Polio RdRp inh FP z-score
CCc1cccc(C)c1Nc1c(-c2ccsc2)nc2cnccn12	101.0	0.2
COC(=O)c1nnn(-c2nonc2N)c1CN1CCC(Cc2ccccc2)CC1	105.0	1.3
COc1cc(C(=O)CC2(O)C(=O)N(Cc3ccccc3Cl)c3ccccc32)cc(OC)c1OC (stereo unspecified)	111.0	1.5
Cc1sc2nc(CN(C(=O)c3cccs3)C3CCCC3)[nH]c(=O)c2c1C	100.0	-1
CCc1ccc(NC(=O)CCNC(=O)Cn2cnc3ccccc3c2=O)cc1	106.0	0.4
CSc1nc2cc(C)nn2c(-c2ccccc2Cl)c1C#N	108.0	0.7
Cc1cc2ccccc2n2c(SCC(=O)O)nnc12	101.0	0
CC(=O)N1Cc2ccccc2CC1C(=O)Nc1ccc(F)cc1C (stereo unspecified)	100.0	-0.1
CN(C)c1cccc(C(=O)OCC(=O)Nc2ccccc2Cl)c1	97.0	-0.4
CN1C(=O)C2(SCC(=O)N2c2ccc(Cl)cc2)c2ccccc21 (stereo unspecified)	96.0	-1
CN1C(=O)C2CCCCN2c2ccc(C(=O)NCc3ccccc3Br)cc21 (stereo unspecified)	103.0	-0.8
N#Cc1ccc(OCC(=O)N2CCC(C(N)=O)CC2)cc1	104.0	1.4
CC(=O)Nc1cccc(NC(=O)CSc2cn(CC(=O)N(C(C)C)C(C)C)c3ccccc23)c1	116.0	0.1
O=C(NC1CCN(Cc2ccccc2)CC1)C1CCCN(S(=O)(=O)c2cccc3nonc23)C1 (stereo unspecified)	99.0	-0.1
COc1cc(NC(=O)Cn2nc(-c3ccc(C)c(C)c3)ccc2=O)cc(OC)c1	107.0	0.1
Cc1[nH]nc2c1C1C(C2)C1(C)C (stereo unspecified)	76.0*	-7.4*
Cc1cc2c(cc1NS(=O)(=O)c1cccc(C#N)c1)n(C)c(=O)c(=O)n2C	110.0	1.1
CCc1ccc(CNC(=O)c2cc(-c3ccc(Cl)s3)nc3ccccc23)cc1	108.0	0.6
O=C1NC(Cc2c[nH]c3ccccc23)C(=O)N1Cc1ccc(Cl)cc1 (stereo unspecified)	105.0	0.3
COCC(C)N=C1NN=C(c2ccc(O)cc2O)CS1 (stereo unspecified)	105.0	0.3
OC(CN1CCN(c2cccnc2)CC1)Cn1nnnc1-c1ccccc1 (stereo unspecified)	104.0	0.8
COc1cc(-c2nc3cccc(C)n3c2Nc2ccc3c(c2)OCCO3)ccc1O	105.0	0.1
COc1ccc(C(=O)Nc2cc(-c3nc4ccccc4s3)ccc2OC)cc1	100.0	-1.3
CNC(=O)c1cc(Br)cc2c1OCC2	105.0	0.3
O=C(/C=C/c1ccccc1)Nn1cnc2c(cnn2-c2ccccc2)c1=O	100.0	0
SMILES	Polio RdRp inh	Polio RdRp inh FP z-score
C[C@H](NS(=O)(=O)c1ccccc1F)C(=O)OCc1ccccc1F	108.0	0.7
CCc1nc2ccccc2n1CC(=O)N(C(C)CC)C1CCS(=O)(=O)C1 (stereo unspecified)	91.0	-0.8
O=C(O)CNCC(O)Cn1c2ccccc2c2ccccc21 (stereo unspecified)	104.0	0.4
O=C(O)c1ccccc1SC1CC(=O)N(c2ccc(N3CCCCC3)cc2)C1=O (stereo unspecified)	101.0	-0.4
COc1ccc(CNC(=O)C(C)Sc2nc(N)cc(N)n2)cc1 (stereo unspecified)	101.0	-0.2
O=C(Nc1ccccc1)c1ccc2c(O)c(S(=O)(=O)c3ccc(Cl)cc3)c(=O)[nH]c2c1	94.0	-1.5
Cc1cc(F)ccc1Nc1nc2ccccc2n2nnnc12	110.0	1.1
c1ccc(-n2c(Sc3ncnc4c3oc3ccccc34)nnc2C2COc3ccccc3O2)cc1 (stereo unspecified)	99.0	-0.3
COc1ccccc1NC(=O)c1cc(Sc2nncn2C)nc2ccccc12	103.0	0.2
C=CCNC(=O)COc1ccc(-n2cnnn2)cc1	96.0	-0.5
CCOc1ccccc1N=Nc1c(C)[nH]n(C(N)=S)c1=O	99.0	-0.7
CC1CN(C(=O)Cn2cc(C(F)(F)F)cc(Cl)c2=O)CC(C)O1 (stereo unspecified)	105.0	0.3
CCCNc1ccc(-c2nc(-c3ccco3)no2)cc1[N+](=O)[O-]	116.0	1.7
Cc1cccc(CNC(=O)C(=O)Nc2ccccc2C)c1	102.0	-0.4
Cc1cccc(N2CCN(C(c3ccccc3)c3nnc(-c4ccccc4F)o3)CC2)c1C (stereo unspecified)	104.0	-0.3
Cc1nn(Cc2ccccc2)c(Cl)c1C(=O)OCc1nnc(-c2ccc(Cl)cc2)o1	103.0	0.3
c1ccc2c(N3CCCCC3)nc(N3CCCCC3)nc2c1	101.0	-0.3
O=S(=O)(NC1CCN(Cc2c(F)cccc2Cl)CC1)c1ccc(C(F)(F)F)cc1	102.0	-0.1
Cc1cccc(Cc2c(C)nc3nc(SCC(=O)NCc4ccccc4)nn3c2C)c1	103.0	-0.6
c1ccc(-c2cc(-c3ccccc3)n(-c3ccccc3)n2)cc1	109.0	0.6
Cc1nn2cnnc2c(C)c1CCC(=O)NCCCc1ccccc1	104.0	1.8
Cc1ccc(-c2csc(-c3ccc(C(F)(F)F)cc3)n2)cc1	103.0	-0.3
CCCCOc1ccc(C2c3c(oc4ccccc4c3=O)C(=O)N2c2nc(C)c(C(=O)OCC)s2)cc1OC (stereo unspecified)	103.0	-0.2
CCn1c(=O)c(C(=O)Nc2nccs2)c(O)c2ccccc21	101.0	-0.1
CN1CCN(C(CNC(=O)C(=O)Nc2ccc(Cl)cc2)c2cccnc2)CC1 (stereo unspecified)	109.0	0.1
SMILES	Polio RdRp inh	Polio RdRp inh FP z-score
Cc1ccc(CNS(=O)(=O)c2cn(C)c(=O)n(C)c2=O)cc1	104.0	0.6
CCCNC(=S)Nc1cc(OC)cc(OC)c1	100.0	0
CCN1CCCC1CNc1nsc2ccccc12 (stereo unspecified)	94.0	-1.4
CC(OC(=O)C1COc2ccccc2O1)C(=O)c1ccccc1 (stereo unspecified)	102.0	-0.3
Cc1cc(C)cc(Nc2cc(C(=O)NCCCN(C)C3CCCCC3)c3ccccc3n2)c1	105.0	-0.6
Cc1ccc(Cn2ccn(Cc3cccc(C(F)(F)F)c3)c(=O)c2=O)cc1	103.0	-0.6
COC(CNC(=O)c1c[nH]c2ccc(S(=O)(=O)N3CCC(C)CC3)cc2c1=O)OC	102.0	0.3
CC1CCCN(C(=O)c2cc(=O)c3ccccc3o2)C1 (stereo unspecified)	102.0	0.2
CCC(Sc1nc2n[nH]c(C)c2c(=N)n1-c1cccc(Cl)c1C)C(=O)N(CC)CC (stereo unspecified)	103.0	0.8
NC(=O)Nc1ccc(C(=O)OCC(=O)Nc2ccc(F)cc2F)cc1	100.0	-0.6
CCOc1ccc(Cc2c(Cl)nc(SC)nc2Cl)cc1	106.0	0.3
COCCN1C(=O)/C(=C\c2cc(OC)ccc2OC)C(C(=O)OC)=C1C	107.0	0.9
Cc1cccc(N2CCN(C(=O)c3cnc(N4CCCC4)nc3C)CC2)c1C	107.0	0.2
CCOC(=O)c1ccc(NC(=O)c2cc3sccc3n2Cc2ccc(Cl)cc2)cc1	102.0	-0.7
COc1ccc2cc([C@H](C)CO)ccc2c1	99.0	-0.1
CCOC(=O)c1c(-c2ccc(OC)cc2)oc2ccc(OCc3ccc(F)cc3F)cc12	107.0	0.7
CC1CCCN(c2ncnc3c2nnn3C)C1 (stereo unspecified)	107.0	-0.1
S=C(CN1CCCC1=S)NCCc1ccccc1	100.0	-0.5
CCC(C)NC(=O)c1sc2ncccc2c1-n1c(C)ccc1C (stereo unspecified)	96.0	-2.5
O=C1N(O)C2(C=CCCC2)/C(=N/O)C12CCCCC2 (stereo unspecified)	101.0	0.1
CCC(NC(=O)COc1ccc(-n2cnnn2)cc1)c1ccc(Br)cc1 (stereo unspecified)	103.0	0
Cc1ccc2c(c1)c(N1CCCC1=O)c(C(=O)Nc1ccc(F)cc1F)n2C	115.0	1.8

Profiles, looked up by structure. Values in the order: Polio RdRp inh | Polio RdRp inh FP z-score
Entry for `COc1ccc(-c2nn(CC(=O)Nc3ccccc3F)c3c2cnc2ccc(F)cc23)cc1` : 110.0 | 0.9
Entry for `O=S(=O)(c1ccccc1)c1nc(-c2cccs2)oc1N1CCCCC1` : 103.0 | -0.1
Entry for `O=c1c(Cl)c(O)cnn1C1CCCCC1` : 100.0 | 0.1
Entry for `S=C(CN1CCCC1=S)NCCc1ccccc1` : 100.0 | -0.5
Entry for `Cc1cccc(N2CCN(C(c3ccccc3)c3nnc(-c4ccccc4F)o3)CC2)c1C` (stereo unspecified) : 104.0 | -0.3
